High-throughput results deposited in PubChem BioAssay by Icahn School of Medicine at Mount Sinai.
RBX1-CUL1 inh = blocks human RBX1-Cullin-1 di-ubiquitin formation; P62877+Q13616; inhibition, % at 10 µM; actives 0.6% (n = 140,000); AID 1347404; in vitro K48 di-Ub FRET, acceptor:donor ratio, 45 min; in the data active = inhibition above about 25%
Target sequence (P62877 whole entry, looked up): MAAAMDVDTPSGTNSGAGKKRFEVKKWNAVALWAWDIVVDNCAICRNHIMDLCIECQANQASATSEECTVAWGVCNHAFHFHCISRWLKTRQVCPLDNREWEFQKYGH
Target sequence (Q13616 whole entry, looked up): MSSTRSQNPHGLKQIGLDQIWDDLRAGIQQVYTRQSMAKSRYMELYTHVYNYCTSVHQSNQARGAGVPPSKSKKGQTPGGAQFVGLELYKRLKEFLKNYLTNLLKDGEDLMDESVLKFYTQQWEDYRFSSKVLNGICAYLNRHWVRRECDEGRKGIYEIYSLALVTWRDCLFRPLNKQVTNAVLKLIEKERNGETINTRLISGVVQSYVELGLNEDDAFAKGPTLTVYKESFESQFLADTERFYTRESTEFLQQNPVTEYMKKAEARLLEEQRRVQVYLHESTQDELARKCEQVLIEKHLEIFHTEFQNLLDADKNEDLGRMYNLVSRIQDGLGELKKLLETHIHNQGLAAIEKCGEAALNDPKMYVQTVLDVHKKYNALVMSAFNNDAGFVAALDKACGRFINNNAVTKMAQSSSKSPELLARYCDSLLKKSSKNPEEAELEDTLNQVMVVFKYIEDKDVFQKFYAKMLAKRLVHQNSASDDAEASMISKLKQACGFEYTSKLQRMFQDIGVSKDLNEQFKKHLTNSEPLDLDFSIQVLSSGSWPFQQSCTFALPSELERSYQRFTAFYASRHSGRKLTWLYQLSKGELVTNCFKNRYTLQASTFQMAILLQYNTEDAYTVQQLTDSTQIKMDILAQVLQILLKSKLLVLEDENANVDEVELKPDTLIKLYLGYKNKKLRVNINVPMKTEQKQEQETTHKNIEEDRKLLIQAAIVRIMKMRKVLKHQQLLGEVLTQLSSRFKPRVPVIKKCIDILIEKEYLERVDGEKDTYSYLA
Starred values were filed as active, the others as inactive.

A first look, 2 compounds:
Compound | RBX1-CUL1 inh
COc1cc2c(cc1OC)C1(C)N(CC2)C(OC(C)=O)=NN1c1ccccc1 (configuration not stated) | 13
O=C(Nc1ccncc1)c1ccc(NS(=O)(=O)c2cccc(F)c2)cc1 | 7

The list itself, from the start:
Compound | RBX1-CUL1 inh
COc1cc2c(cc1OC)C1(C)N(CC2)C(OC(C)=O)=NN1c1ccccc1 (configuration not stated) | 13
O=C(Nc1ccncc1)c1ccc(NS(=O)(=O)c2cccc(F)c2)cc1 | 7
Cc1c(C(=O)OCc2ccccc2)[nH]c2c1C(=O)CC(c1ccc(C(C)(C)C)cc1)C2 (configuration not stated) | 8
CSCCC(=O)N1CC[C@@H](N2CCN(CCc3ccccc3)CC2)[C@H](O)C1 | -4
O=C(Nc1cc2c(cc1Cl)OCCCO2)c1ccc(F)cc1 | -6
CSc1ccc(S(=O)(=O)NCc2ccco2)cc1 | 4
CCCCCCC(C)n1cc(C(C)=O)c(=O)[nH]c1=O (configuration not stated) | 4
COc1cc(C2CC(=O)Oc3c2c(=O)n(C)c2ccccc32)ccc1O (configuration not stated) | 2
O=C(N/N=C(\c1ccccc1)c1ccccn1)c1ccccc1Cl | -5
COc1ccc(Nc2cccc(Cl)c2)c(C(=O)O)c1 | 8
CCNc1nc2n(c(=O)n1)CCN2CC | 9
COc1cccc(C2=Nc3c(C(=O)Nc4ccc(F)cc4)cnn3C(c3ccccc3F)C2)c1 (configuration not stated) | -6
O=C(Nc1ccc2nn(-c3cccc(Cl)c3)nc2c1)c1ccc(Br)o1 | 5
Cc1cc(C)nc(NS(=O)(=O)c2ccc(NC(=O)C3(c4ccccc4)CCCC3)cc2)n1 | 14
CCOC(=O)c1c(NC(=O)c2nc(SCC)ncc2Cl)sc(C(C)=O)c1C | -13
Cc1sc(C(=O)O)c(C)c1-c1c(C)sc(C(=O)O)c1C | 13
CN(Cc1ccccc1)C1CCCN(C(=O)CCC(=O)c2ccc(F)cc2)C1 (configuration not stated) | -5
Cc1ccc(OCc2nnc(N)s2)c(C)c1 | 3
CCC(=O)c1ccc(OC(=O)CCCCCN2C(=O)c3ccccc3C2=O)cc1 | 4
COc1cccc(NC(=O)Cn2c(=O)n(Cc3ccccc3)c(=O)c3c2c2cc(C)ccc2n3C)c1 | -7
CC(C)(C)c1ccc(C(=O)CSc2nnnn2-c2ccccc2)cc1 | 8
CCOc1ccccc1NC(=O)C1C2C=CC(C3CC23)C1C(=O)O (configuration not stated) | -1
CCc1ccc(C(=O)COC(=O)c2cccc(C)c2)cc1 | -6
CCCSc1nc2nc3c(cn2n1)C(=O)CC(c1ccccc1)C3 (configuration not stated) | 9
CC(=O)c1cc(-c2ccc(F)cc2)n(CC(=O)NC2CCCCCC2)c1C | 2
COc1ccc(N2CCN(S(=O)(=O)c3ccc(NS(C)(=O)=O)cc3)CC2)cc1 | 0
Cc1cc(C)n(C(C)CC(=O)Nc2cccc(C#N)c2)n1 (configuration not stated) | 5
Cc1ccc(Cl)c(OCC(=O)N2CCN(c3ccccc3)CC2)c1 | 2
CCCCCCCCCCCCNCC(O)COc1ccc(OCC(O)CNCCCCCCCCCCCC)cc1 (configuration not stated) | -6
CN(C)CCOc1cccc2c1Sc1ccccc1CC2O (configuration not stated) | 1
COc1cc(/C=N/NS(=O)(=O)c2ccccc2)ccc1OCc1ccc(Cl)cc1 | 8
O=C(c1ccc(Cl)cc1)N1CCN(S(=O)(=O)c2cccs2)CC1 | 0
N/C(Cc1ccc(Cl)cc1)=N\O | -2
COc1cc(C)ccc1OCc1nc(C(=O)N2CCCC2)co1 | -2
Cc1cccc(NC(=O)CN2CCN(c3ccccc3F)CC2)c1C | 4
Cn1nccc1C(=O)N1CCc2[nH]nc(CCc3ccccc3)c2C1 | 11
CCOc1ccc(Nc2nc3c(S(=O)(=O)c4cccc(Cl)c4)nnn3c3ccsc23)cc1 | -5
C[n+]1c2ccccc2n2nc3c(cc21)c1cccnc1c1ncccc31 | -4
CSCCC(NS(=O)(=O)c1ccc(Cl)c(C(F)(F)F)c1)C(=O)O (configuration not stated) | -2
Cn1c(CNc2ccc(F)cc2)nc2ccccc21 | -4
COc1ccccc1/C=N/NC(=O)c1cc2c(ccc3ccccc32)o1 | -1
CC1CN(C(=O)/C=C/c2ccco2)C(C)CN1C(=O)/C=C/c1ccco1 (configuration not stated) | -8
CCC(Sc1nnc(-c2ccc(NC(=O)c3ccc(C)cc3)cc2)n1C)C(=O)Nc1nccs1 (configuration not stated) | 10
O=C1c2ccccc2C(=O)N1CCS(=O)(=O)NC12CC3CC(CC(C3)C1)C2 | 3
Cc1ccc(-n2nnnc2-c2c[nH]c3ccc(C)cc23)cc1 | -3
Cc1cc(C)n(-c2cc(Oc3ccccc3C)ncn2)n1 | -8
C=C(C)CSc1nc(N)c2c(C)c(C)sc2n1 | 0
CCC(CC(=O)c1ccc2c(c1OC)C(=O)c1ccccc1C2=O)C(C(=O)OC)C(=O)OC (configuration not stated) | 13
COc1cc2[nH]c(=O)n(CCCCCC(=O)NCCc3ccccc3)c(=O)c2cc1OC | -5
Cc1ccccc1N1CCN(S(=O)(=O)c2ccc(F)cc2)CC1 | -2

A draw from above in order of number of heavy atoms, low to high:
Compound | RBX1-CUL1 inh
N/C(Cc1ccc(Cl)cc1)=N\O | -2
C=C(C)CSc1nc(N)c2c(C)c(C)sc2n1 | 0
Cn1c(CNc2ccc(F)cc2)nc2ccccc21 | -4
Cc1cc(C)n(C(C)CC(=O)Nc2cccc(C#N)c2)n1 (configuration not stated) | 5
Cc1ccc(-n2nnnc2-c2c[nH]c3ccc(C)cc23)cc1 | -3
O=C(c1ccc(Cl)cc1)N1CCN(S(=O)(=O)c2cccs2)CC1 | 0
Cc1ccc(Cl)c(OCC(=O)N2CCN(c3ccccc3)CC2)c1 | 2
Cc1cccc(NC(=O)CN2CCN(c3ccccc3F)CC2)c1C | 4
C[n+]1c2ccccc2n2nc3c(cc21)c1cccnc1c1ncccc31 | -4
O=C1c2ccccc2C(=O)N1CCS(=O)(=O)NC12CC3CC(CC(C3)C1)C2 | 3
COc1ccc(N2CCN(S(=O)(=O)c3ccc(NS(C)(=O)=O)cc3)CC2)cc1 | 0
COc1cc(/C=N/NS(=O)(=O)c2ccccc2)ccc1OCc1ccc(Cl)cc1 | 8
COc1cc2[nH]c(=O)n(CCCCCC(=O)NCCc3ccccc3)c(=O)c2cc1OC | -5
CCC(CC(=O)c1ccc2c(c1OC)C(=O)c1ccccc1C2=O)C(C(=O)OC)C(=O)OC (configuration not stated) | 13
CCC(Sc1nnc(-c2ccc(NC(=O)c3ccc(C)cc3)cc2)n1C)C(=O)Nc1nccs1 (configuration not stated) | 10
CCCCCCCCCCCCNCC(O)COc1ccc(OCC(O)CNCCCCCCCCCCCC)cc1 (configuration not stated) | -6

Continued.
Compound | RBX1-CUL1 inh
Brc1ccccc1-c1nn2c(-c3ccccn3)nnc2s1 | 1
CCS(=O)(=O)N1CCCC(C(=O)NCc2ccc(C)cc2)C1 (configuration not stated) | -6
COc1ccc(NC(=O)c2nc(SCc3ccccc3F)ncc2Cl)cc1 | -6
COc1ccc(C)cc1-n1nnc(-c2nc(-c3ccccc3Cl)no2)c1N | -10
O=C1CC(c2ccccc2)Cc2[nH]c(=O)c(C(=O)O)cc21 (configuration not stated) | 6
CCN(C=Nc1c(C#N)sc2nc3ccccc3n12)CC | 1
Cc1ccc(-c2nc(-c3ccc(C#Cc4ccccc4)cc3)[nH]c2-c2ccc(C)cc2)cc1 | -9
N#Cc1ccccc1COc1ccc(/C=C2/SC(=Nc3cccc(C(=O)O)c3)NC2=O)cc1 | 89*
COc1ccc(C(=O)OC2=C(C(=O)c3ccccc3)N(C)S(=O)(=O)c3ccccc32)cc1OC | 2
CSCC(=O)N1CCCC(CCc2ccccc2F)C1 (configuration not stated) | -6
Cc1ccc(SCCc2nc3ccccc3[nH]2)cc1C | -4
O=C1O[C@@H]2CN(c3ncccc3Cl)C[C@@H]2N1C1CCCC1 | -4
CC(Oc1ccccc1Br)C(=O)N1CCN(c2ccccc2)CC1 (configuration not stated) | -8
CC1(CNc2nc3nonc3nc2N2CCSCC2)COC1 | 2
Cc1sc2nc3c4ccccc4c(Sc4ccccc4)nn3c(=O)c2c1C | -6
O=S(=O)(c1ccc(OC(F)(F)F)cc1)N1CCN(c2ccccc2)CC1 | 7
C/C(CC(C)(C)c1ccccc1)=N\NC(=O)CCSc1ccc(Cl)cc1 | -6
CC(CC(=O)O)n1cc(C#N)c(=O)[nH]c1=O (configuration not stated) | -9
O=C(O)c1ccc(CC2=NC(=O)N(c3ccccc3)C2=O)cc1 | -5
Cc1nc(C2CCNCC2)cc(N(C)Cc2ccc3nsnc3c2)n1 | 5
CCOC(=O)c1c2c(n(Cc3ccccc3)c1CNC(C)C)C(=O)C(=O)c1ccccc1-2 | 103*
CC(C)c1nnc(Cn2ncc(N3CCOCC3)cc2=O)o1 | -5
O=C(N1CCN(S(=O)(=O)c2ccc(Cl)cc2)CC1)N(c1ccccc1)c1ccccc1 | -3
O=C(Cc1ccccc1)c1ccccc1C(=O)NCc1cccs1 | 9
CC(=O)Nc1ccc(S(=O)(=O)NC2=NCN(CCO)CN2)cc1 | 0

Remaining list, next part:
canonical_smiles	RBX1-CUL1 inh
CCCCCCNC(=O)c1ccc([N+](=O)[O-])cc1Cl	-1
CC(C)CC(=O)Nc1nnc(S(=O)(=O)N2c3ccccc3CC2C)s1 (configuration not stated)	0
CCOC(=O)c1cc(-c2ccccc2)sc1NC(=O)CSc1nc2sc3c(c2c(=O)n1-c1ccccc1)CCCCC3	8
CN(Cc1ccco1)Cc1cnc(S(C)(=O)=O)n1CC1CCCO1 (configuration not stated)	5
COc1ccc(-c2cc(-c3ccc(C)cc3)nc3sc(C(=O)Nc4ccc(C(C)=O)cc4)c(N)c23)cc1	0
CCCCOc1ccc(C(=O)NCC2(c3ccccc3)CCOCC2)cc1	2
COCC1CCCCN1C(=O)c1cc(COc2cccc(C(F)(F)F)c2)[nH]n1 (configuration not stated)	0
COC(=O)CN(C)C(=O)c1cc(OC)ccc1OC1CCN(C(=O)C2CC2)CC1	2
CC(=O)N1c2ccccc2C(=O)C1N1CCN(c2cccc(C(F)(F)F)c2)CC1 (configuration not stated)	4
Cc1ccc(NC(=O)CSCC(=O)n2c3c(c4ccccc42)CCCC3)cc1	1
CC(C)(CNc1ccc(OCCCCOc2ccc(NCC(C)(C)[N+](=O)[O-])cc2)cc1)[N+](=O)[O-]	-6
Cc1nn(-c2ccccc2)c(Cl)c1/C=N/NC(=O)COc1ccc(Cl)cc1Br	5
Cc1c(C)n(Cc2ccccc2)c2ccc(C(=O)Nc3ccccc3Oc3ccccc3)cc12	-2
COc1ccc(CNC(=O)CCC2CCCN(C/C=C/c3ccco3)C2)c(OC)c1 (configuration not stated)	2
COc1ccc(C(=O)NCC2COc3ccccc3O2)cc1OC (configuration not stated)	-2
CCOc1ccc(-n2nnc(C(=O)NCC3CCCO3)c2C)cc1 (configuration not stated)	-2
CCSc1nnc2c(n1)OC(c1ccc(C(=O)O)cc1)Nc1ccc(Br)cc1-2 (configuration not stated)	-1
COc1cccc(-c2nnc(SCC(=O)N(C)c3ccccc3)o2)c1	7
COCc1ccc(C(=O)N2CCc3[nH]nc(-c4ccc5c(c4)OCO5)c3C2)o1	7
Cc1ccc(N2C(=O)CSC23C(=O)N(Cc2ccccc2F)c2ccccc23)cc1F (configuration not stated)	9
O=C(Cc1c(Cl)cccc1Cl)NC1=NCCS1	-8
O=C1OC(Cc2ccccn2)C(=O)C1C1=NCCCCN1 (configuration not stated)	7
CCOC(=O)c1c(-c2ccccc2)oc2ccc(NS(=O)(=O)c3ccc(OC)cc3)cc12	-3
Cn1ncc(-c2nc3c(cnn3C)[nH]2)c1-c1ccccc1	11
COC(=O)c1ccccc1NC(=O)c1nc(-c2ccc(C)cc2)n2c1CCCCC2	4
CSc1nnc(-c2ccccc2)n1N	-9
Cc1ccc(C2Cc3cc(O)c(O)cc3CN2)cc1 (configuration not stated)	6
CC1CCc2c(sc(N)c2C#N)C1 (configuration not stated)	-8
COc1ccc(Cl)cc1N1Cc2ccccc2C1	-12
O=C(COc1ccccc1)NCC(c1ccc(Cl)cc1)N1CCOCC1 (configuration not stated)	4
COC(=O)C1C(C)=NC=C([N+](=O)[O-])C1c1ccc(OC)cc1 (configuration not stated)	-4
COc1ccccc1NC(=O)C1C(C)=Nc2nnnn2C1c1cc(Br)c(O)c(OC)c1 (configuration not stated)	2
CC1CC2(CC(C)OC2=O)C(=O)O1 (configuration not stated)	5
OC(Cc1ccccc1)c1ccc2c(c1)CN(Cc1ccccn1)CCO2 (configuration not stated)	-5
COc1cc(C(=O)N2CCCC(CCC(=O)N3CCN(C)CC3)C2)c2ccccc2n1 (configuration not stated)	8
O=C1N(Cc2ccc(F)c(F)c2)CCCC12CCN(Cc1cccnc1)C2 (configuration not stated)	-4
O=C(O)c1cc(-c2cccc(F)c2F)nc2ccc3ccccc3c12	3
CCOc1cc(C)c(C)cc1S(=O)(=O)NCc1ccccc1	-6
COc1cc(NC(=O)CC(C)S(=O)(=O)c2ccc3c(c2)CCN3C(C)=O)cc(OC)c1OC (configuration not stated)	2
Cc1cccc(C2c3[nH]c4ccccc4c3CCN2C(=O)C2CCOCC2)n1 (configuration not stated)	9
CSCC(=O)N1CCc2ccc(NC(=O)c3ccncc3)cc2C1	5
Cc1cc2nc3c(nc2cc1C)C1(C(=O)N(C)C)CCC3(C)C1(C)C (configuration not stated)	7
CCCc1[nH]nc2c1C(c1ccc(OC)c(COc3ccccc3Cl)c1)C(C#N)C(=N)O2 (configuration not stated)	8
CCCCN1CC(c2nc3ccccc3n2CCCCOc2ccccc2C)CC1=O (configuration not stated)	1
O=C(Nc1ccc(F)cc1)c1ccccc1NC(=O)C1CCCCC1C(=O)O (configuration not stated)	0
COc1ccc(C(=O)O/N=C2/c3ccccc3-c3nc4ccccc4nc32)cc1	6
CC1=CC(C)(C)NC(=S)N1c1cccc(Cl)c1	5
CC(C)C(NS(=O)(=O)c1ccc(Br)s1)C(C)C	10
CCCCc1nc2cc(C(=O)N(C)CC3CCN(CCOC)CC3)ccc2o1	7
Cc1cccc(-c2ccc3c4ccccc4cc-3o2)c1	-5
CN1CCCC1CCNC(=O)C1(N2CCCCC2)Cc2ccccc2C1 (configuration not stated)	8

These rows are one share of the data; rates above refer to the full screens.
